Screens (PubChem)
LMPTP inh: LMPTP (human) inhibition | P24666 | recombinant LMPTP-A, OMFP fluorogenic substrate, fluorescence intensity | inhibition, % at 20 µM | hit rate 0.22% among 360,000 | AID 651560;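 active = compounds that cut the enzyme signal by at least half of the control window in the single-dose screen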;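 also: plate controls were DMSO wells with enzyme plus substrate for no effect and substrate without enzyme for full effect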
Target sequence (P24666 whole entry, looked up): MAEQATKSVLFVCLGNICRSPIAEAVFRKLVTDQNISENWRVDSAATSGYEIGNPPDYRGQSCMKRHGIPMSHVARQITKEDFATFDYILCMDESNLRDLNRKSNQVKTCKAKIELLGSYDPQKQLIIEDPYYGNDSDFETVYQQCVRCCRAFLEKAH
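Test system: LMPTP-A phosphatase enzyme; input: 0.625 nM LMPTP-A final; reagent: OMFP substrate, 400 µM final; compound dosing: 20 µM single dose, 3% DMSO; incubation: 50 min dark incubation at room temperature; measured by: endpoint fluorescence intensity from OMFP dephosphorylation; measure: % inhibition relative to no-enzyme and uninhibited control wells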
DNMT1 block: DNMT1 (human) enzyme inhibition. P26358. DNMT1 molecular beacon, Hinp1I cleavage, fluorescence. inhibition (reported as % activation of signal), % at 10 µM. hit rate 0.83% among 360,000; in the data active = inhibition above about 50%
STEP inh: blocks human striatal-enriched tyrosine phosphatase. recombinant STEP, OMFP fluorogenic substrate, fluorescence. P54829. hit rate 0.25% among 360,000. AID 588621. inhibition, % at 20 µM;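 active = inhibition at 20 µM, scaled per plate between control wells, above about 37%, limit read from the data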;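 also: 0% = DMSO with enzyme and substrate and 100% = substrate only without enzyme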
Target sequence (P54829 whole entry, looked up): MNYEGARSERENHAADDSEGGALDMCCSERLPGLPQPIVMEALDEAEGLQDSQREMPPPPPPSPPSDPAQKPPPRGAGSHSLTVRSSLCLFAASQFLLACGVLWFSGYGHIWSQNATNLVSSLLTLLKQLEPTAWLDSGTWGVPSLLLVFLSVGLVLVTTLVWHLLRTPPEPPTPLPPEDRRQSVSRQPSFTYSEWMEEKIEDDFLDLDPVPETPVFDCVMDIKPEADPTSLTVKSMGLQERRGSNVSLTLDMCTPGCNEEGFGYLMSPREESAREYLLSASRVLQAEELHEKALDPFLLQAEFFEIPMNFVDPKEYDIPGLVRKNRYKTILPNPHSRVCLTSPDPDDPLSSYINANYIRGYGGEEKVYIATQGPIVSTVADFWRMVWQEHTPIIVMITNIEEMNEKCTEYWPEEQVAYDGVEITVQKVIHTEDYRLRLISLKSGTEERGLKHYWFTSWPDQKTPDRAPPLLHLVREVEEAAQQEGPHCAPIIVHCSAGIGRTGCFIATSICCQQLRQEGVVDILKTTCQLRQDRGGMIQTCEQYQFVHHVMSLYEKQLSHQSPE
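material = STEP tyrosine phosphatase | reagent = fluorogenic phosphatase substrate OMFP at 25 µM final | doses = single compound dose of 20 µM, 1% DMSO final | schedule = 20 min reaction, room temperature, in the dark | measured by = fluorescence, 480/540 nm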
NadD inh: NadD (S. aureus) enzyme inhibition; hit rate 0.78% among 360,000; inhibition, % at 20 µM; purified NadD enzyme, colorimetric absorbance read-out; in the data active = inhibition above about 26%; also: some compounds past the cut are filed as inactive
NRP1-CendR mod: modulators of CendR peptide binding to human neuropilin-1 | inhibition, % at 25 µM | hit rate 0.85% among 360,000 | FAM-RPARPAR peptide binding to NRP-1, fluorescence polarization;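 active = inhibition or corrected inhibition above about 18%, plus a signal ratio from 0.5 to 1.5, limit read from the data, passing the limit was not always enough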; also: strong numbers were not always called active
MT1-MMP act inh: blocks activation of human MT1-MMP; P50281; GFP/RFP ratio change, % at 20 µM; HT1080 RFP-PRO-GFP cells, GFP/RFP ratio fluorescence, overnight; percent of plate control window, DMSO zero; hit rate 0.061% among 360,000; AID 651647;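 active = GFP/RFP ratio change of at least 30% with cell ATP level not reduced by more than half and red fluorescence within 50% of control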; also: strong numbers were not always called active
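Test system: HT1080 cells expressing an RFP-PRO-GFP fluorescent reporter construct / Compound dosing: single-point 20 µM compound, 1% DMSO / Schedule: cells overnight before dosing, compound overnight, 37 °C, 5% CO2 / Evaluation: GFP/RFP fluorescence ratio / Control set: DMSO and RFP-L50D-GFP cell wells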
SUMO1 PPI mod: SUMO1-SIM interaction modulation; P63165; SUMO1 binding to a labelled peptide, TR-FRET, 1 h; inhibition, % at 20 µM; hit rate 0.33% among 360,000; in the data active = inhibition above about 37%
SKN-1 block: inhibitors of C. elegans SKN-1; C. elegans VP596 Pgst-4::GFP/RFP ratio, acrylamide-induced, 24 h; inhibition, % at 21.8 µM; hit rate 0.49% among 360,000; AID 624304;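 active = interference check ratio from 0.5 to 1.5 plus GFP to RFP signal ratio inhibition reaching or exceeding a fixed threshold, cut at about 30% in these data, passing the limit was not always enough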; also: some compounds called inactive have numbers as strong as hits
Scp-1 inhibitor: inhibitors of human Scp-1 phosphatase. inhibition, % at 20 µM. Q9GZU7. AID 493091. hit rate 0.88% among 340,000. Recombinant Scp1, phosphopeptide, malachite green phosphate absorbance;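 active = inhibition above about 50% at 20 µM, limit read from the data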;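 also: plate controls were DMSO wells with enzyme for no effect and wells lacking enzyme for full effect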
Target sequence (Q9GZU7 76-261 limits assumed): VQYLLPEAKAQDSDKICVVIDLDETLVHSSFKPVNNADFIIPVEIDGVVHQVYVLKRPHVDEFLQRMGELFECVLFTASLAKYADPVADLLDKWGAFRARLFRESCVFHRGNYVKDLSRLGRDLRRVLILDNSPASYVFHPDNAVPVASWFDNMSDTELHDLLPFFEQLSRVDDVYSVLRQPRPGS
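Assay system: SCP-1 catalytic fragment, aa 76-261 | Buffer or medium: Tris acetate buffer pH 5.5 with MgCl2 and Tween-20 | Compound: One concentration, 20 µM, with 1.0% DMSO | Also added: Phospho 17-mer peptide substrate | Signal: Absorbance at 630 nm | Incubation: 45 min enzyme reaction at room temperature | Measure: % inhibition of SCP-1 phosphate liberation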
Rpn11 block: inhibitors of human proteasome Rpn11 | human 26S proteasome, Ub4-pepOG fluorescence polarization; 20S core pre-blocked with epoxomicin | hit rate 0.59% among 360,000 | calls only at 20 µM | AID 588493;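 active = inhibition at 20 µM, scaled to each plate's controls, above about 33%, limit read from the data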
Starred values were filed as active, the others as inactive; i = inactive; · = not tested or not shown.

Screens in order – LMPTP inh, DNMT1 block, STEP inh, NadD inh, NRP1-CendR mod, MT1-MMP act inh, SUMO1 PPI mod, SKN-1 block, Scp-1 inhibitor, Rpn11 block
Cc1nnc(N)s1
→ 0.1, -2, 0, 3, -7, -3, 2, 10, -11, i
O=C(CCCn1c(=O)[nH]c2ccccc2c1=O)N1CCN(c2ccccn2)CC1
→ -0.2, 2, -2, 4, 9, 5, 2, -1, -10, i
O=C(N/C(=C/c1ccc(Br)cc1)C(=O)N1CCCC1)c1ccccc1F
→ -0.5, 1, -3, 2, -17, 0, -1, 15, -12, i
Cc1ccc(C(=O)C(C)OC(=O)C2CCN(c3ccc(C(F)(F)F)cn3)CC2)cc1 (stereo not drawn)
→ 3.3, 1, 4, 5, -6, -1, -9, -8, -2, i
CN(C)c1ccc(-n2cccc2/C=C/[N+](=O)[O-])cc1
→ 2.6, -6, -2, -2, -4, -5, 1, -4, 2, i
C=CCn1c(SCC(=O)NC(N)=O)nnc1-c1cc2c(s1)CCC(CC)C2 (stereo not drawn)
→ -0.5, 0, 0, 4, -2, -2, -1, 3, 7, i
O=C(O)CCc1ccc(-c2cccs2)n1NC(=O)c1ccc(Cl)cc1
→ 0.7, 11, 2, 9, -35, -4, 19, 7, -4, i
O=C(Nc1cccc(S(=O)(=O)N2CCCC2)c1)c1ccco1
→ -0.5, 0, 0, -6, 2, 4, -1, -8, 6, i
CC(=O)c1c(C)[nH]c(C(=O)CN2C(=O)NC(C)(c3ccc4c(c3)OCO4)C2=O)c1C (stereo not drawn)
→ 0.0, -2, 3, -4, 1, 3, 0, 12, 15, i
Cc1ccc(SCCN2CCN(C)CCC2=O)cc1
→ -1.7, 1, -2, -9, 26*, -3, -2, 5, -4, i
Cc1ccc(CNc2ncc(-c3ccccc3)n2C)o1
→ -1.6, 3, 0, -6, 7, 0, -2, -3, -11, i
CNCc1ccccc1Sc1ccc(OC)cc1
→ 2.5, 3, -1, -3, -4, 1, -1, 14, 25, i
COc1ccc(-c2ccc(CCC(=O)O)n2-c2ccc(O)cc2)cc1
→ 1.6, -7, 0, 5, -7, 4, -1, 5, -9, i
CC(C)CC(CCc1ccccc1)OS(N)(=O)=O (stereo not drawn)
→ 0.2, 4, -1, -6, 19, 2, 2, -3, -8, i
COc1ccc(-n2c(-c3cnccn3)n[nH]c2=S)cc1
→ -2.5, 1, 0, -8, -1, -3, -3, -23, -6, i
Cc1ccc(NCc2nc3ccccc3n2CCOc2ccccc2)cc1
→ 1.5, 8, 1, 9, -9, -7, 3, -1, 1, i
CCN(c1cccc(C)c1)S(=O)(=O)c1cc2[nH]c(=O)c(=O)[nH]c2cc1C
→ 2.3, -1, 1, 1, -2, 4, 4, -5, ·, i
CCn1cc(CN2CCC(n3nccc3NC(=O)c3ccc4c(c3)OCO4)CC2)c(C)n1
→ 1.3, 3, -2, 3, 11, 1, 0, 5, -4, i
COc1cc(NC(=O)c2ccc(OCc3c(C)noc3C)c(OC)c2)cc(OC)c1
→ 0.9, -10, 3, -6, -11, 5, 10, 5, -5, i
CCCCN(CC)CCNC(=S)Nc1ccc2nc(N3CCN(C)CC3)cc(C)c2c1
→ 1.1, -1, 1, -6, 13, 4, -6, -1, -2, i
CCc1cc(=O)oc2c(CNCc3ccccc3F)c(O)c(Cl)cc12
→ -1.8, 2, 1, -2, -5, 1, -5, -2, -7, i
NC(=Nc1ccccc1)NC(=O)c1nc(Cl)c(N)nc1N
→ 3.1, 1, 1, 4, -2, -9, -21, -5, -1, i
COc1ccc(NS(=O)(=O)c2ccc(NC(=O)c3ccccc3Br)cc2)nn1
→ -1.3, -3, 0, -3, 4, -5, 2, 4, -1, i
CCCc1nn(C)c(C(=O)Nc2ccc(CC)cc2)c1Cl
→ 2.3, 2, 2, -6, 4, 4, 1, 2, -11, i
O=C(CC1S/C(=N/N=C2CCCCCC2)NC1=O)Nc1ccccc1C(F)(F)F (stereo not drawn)
→ -0.5, -1, 0, -4, 3, 5, 6, 6, -5, i
CCN1C=C(C(=O)c2ccccc2)C(=O)CC1
→ -0.3, 3, 0, 3, 2, 2, -3, -16, -2, i
S=c1[nH]nc(COc2ccccc2)n1/N=C/c1ccccc1Br
→ 0.7, -4, 12, 6, -1, 5, 0, -26, -9, i
Cc1cc(C)n(-c2cc(Cl)cc(Cl)c2)c(=O)c1C#N
→ -0.8, -2, 0, 5, 3, 5, 0, 4, 3, i
CCn1cc(C(=O)NC(=S)Nc2sc3c(c2C(=O)OC)CCCCCC3)cn1
→ 0.8, 47, -3, -5, 2, 2, -6, -1, -7, i
COCCNC(=O)CN(C)S(=O)(=O)c1ccc(Br)cc1
→ -2.9, 6, 1, -6, -2, 0, -2, 14, -12, i
COc1cc(C)c2sc3ccccc3c(=O)c2c1NCCN(C)C
→ -0.9, 38, 1, 0, 3, 6, -66, 18, ·, i
Cc1c(NC(=O)CSc2ncn[nH]2)c(=O)n(-c2ccccc2)n1C
→ -1.5, 0, -3, -1, -7, 6, -1, 5, -18, i
Cc1ccccc1NC(=O)c1sc(Cl)nc1C
→ -1.6, 3, 0, 0, -6, 4, -2, -14, -4, i
O=C(NCc1ccncc1)C(=O)Nc1nc(C23CC4CC(CC(C4)C2)C3)cs1
→ 1.7, 5, 8, 19, -9, -11, -2, 0, -1, i
CCc1nc2ccc(C(=O)NCCOc3ccc(OC)cc3)cn2c1N(C)Cc1cccs1
→ 0.8, 3, 0, -2, -13, -5, -2, 17, ·, i
CCOC(=O)CCc1c(C)c2ccc3c(c2oc1=O)CN(CCCO)CO3
→ 0.4, 0, -2, -9, 4, 0, -4, 6, 2, i
N#CC(=Cc1ccc(O)cc1)C(N)=C(C#N)C#N
→ -0.2, -3, -1, -1, -50, -3, -19, 10, -6, i
Cc1ccc(OCC(=O)OCC(=O)Nc2sccc2C(N)=O)cc1C
→ 0.8, 3, 0, -6, -11, 3, 0, 10, -3, i
CN1CCN(C(=O)c2cnn3c(C(F)(F)F)cc(-c4ccc5c(c4)OCO5)nc23)CC1
→ 0.1, 0, -1, -3, 10, 1, -3, 8, -2, i
CNC(=O)CSc1nc(-c2ccccc2)c(-c2ccccc2)o1
→ 1.2, 0, -2, -2, 11, -6, 3, 21, -8, i
CSc1cccc(CN2CCC(CO)(Cc3cccc(C(F)(F)F)c3)CC2)c1
→ -1.1, 3, -1, -6, 30*, 3, -1, 5, 0, i
COC(=O)c1cc(-c2ccc(OC)cc2)nc2nc(SC)[nH]c(=O)c12
→ 0.5, 0, 0, 1, 10, 2, 2, 8, 2, i
O=C(Nc1ccccc1)Nc1nnc(Cc2ccc(F)cc2)s1
→ 0.4, 1, -2, -7, -10, 2, 1, 20, -5, i
CCOC(=O)c1ccc(S(=O)(=O)Nc2cc(C(C)(C)C)no2)cc1
→ -0.9, 4, -1, 2, -14, -1, -2, 32, -4, i
CN(CCOc1ccccc1)CC(O)COCc1ccccc1F (stereo not drawn)
→ -2.2, -1, 0, -5, -12, 6, 1, -3, -2, i
O=C(CN1C(=O)COCC1=O)N1CCOCC1
→ -0.3, 2, -2, 10, -5, -1, 2, -3, -10, i
CCOC(=O)N1CCC(NC(=O)C2CCCN(S(=O)(=O)c3cccnc3)C2)CC1 (stereo not drawn)
→ -0.8, -1, -3, -3, 5, 0, -3, -5, 6, i
CC(=O)Nc1ccc(NC(=O)COc2ccc([N+](=O)[O-])cc2)cc1
→ -1.9, -3, -1, -2, 1, 6, -16, 13, -9, i
O=C(N/N=C/c1ccccc1O)C1CC(=O)N(c2ccc(Cl)cc2)C1 (stereo not drawn)
→ -1.2, -1, -14, 4, 17, 2, 1, 5, -2, i
Cc1nc(NC(=S)NC(=O)c2cccs2)sc1C(=O)N(C)C
→ 0.0, 0, -1, 0, -11, -2, -1, -1, -8, i
O=S(=O)(NCCc1csc(-c2cccnc2)n1)c1ccc(F)cc1
→ -0.7, 1, -2, -1, 1, 4, -8, -21, -5, i
COc1ccc(CNC(=O)CCc2nnc3ccc(NCCCN4CCCC4=O)nn23)cc1
→ -0.4, -2, 0, -3, -3, -3, 1, 1, -5, i
Cc1ccc(NC(=S)NCCc2ccccc2)nc1
→ 0.9, 4, 2, 4, -5, -1, -2, 3, 10, i
O=C(CSc1n[nH]c(-c2cccnc2)n1)Nc1cccc(Cl)c1
→ -1.4, 0, 3, 1, 1, -1, 3, 3, -9, i
COc1ccc(OC)c(NC(=O)CC(NC(C)=O)c2ccccc2)c1 (stereo not drawn)
→ -0.8, -1, -5, -2, 0, -1, 0, -18, -5, i
O=C(c1cc2ccccc2o1)N1CCOCC1
→ -0.9, -1, 1, 0, -6, 2, 1, 3, 5, i
COc1cc(OC)c(C(=S)N2CCCC2)cc1OC
→ 0.8, -2, 17, 3, -10, 2, 7, 3, -11, i
Cc1nc(S(=O)(=O)c2cccc(Cl)c2)nc2c1CCC2
→ -0.8, 2, 1, -1, 0, 3, 1, 7, -2, i
CC1CN(C(=O)CCC(=O)NCCCc2ccccc2)c2ccccc2O1 (stereo not drawn)
→ -0.8, -4, -2, -5, 6, 1, 3, 14, -14, i
O=C(COc1ccccc1)NCc1ccco1
→ -2.0, 3, 2, -3, 6, -2, 0, -1, -4, i
O=C(CCC1COc2ccccc2O1)NC1CCCCC1 (stereo not drawn)
→ -0.3, 4, 2, 9, 5, 4, -1, 6, -3, i
O=C(CSc1cn(CCNC(=O)c2cccs2)c2ccccc12)NCC1CCCO1 (stereo not drawn)
→ 0.2, -3, -1, -1, -1, 3, 2, 11, -1, i
COc1ccc(-n2c(SCC(=O)Nc3ccc(C(=O)O)cc3)nnc2-c2ccccc2)cc1OC
→ -1.3, 1, -2, -4, -51, 5, 1, -10, 5, i
